Assay outcomes deposited in PubChem by National Center for Advancing Translational Sciences (NCATS).
GALK inh: qHTS Assay for Inhibitors of Human Galactokinase (GALK) | Potency, µM (series often up to 57.5 µM), for inactives: at the top dose activity change, negative = inhibition, usual class: inhibitors | AID 1868, 2009 | Purified GALK, Kinase-Glo residual ATP luminescence | 270,000 tested, 0.007% active; note: potency is the fitted concentration of half-maximal effect; % is set by controls: 0 for no effect and ±100 for the full control effect
Target sequence (P51570 whole entry, looked up): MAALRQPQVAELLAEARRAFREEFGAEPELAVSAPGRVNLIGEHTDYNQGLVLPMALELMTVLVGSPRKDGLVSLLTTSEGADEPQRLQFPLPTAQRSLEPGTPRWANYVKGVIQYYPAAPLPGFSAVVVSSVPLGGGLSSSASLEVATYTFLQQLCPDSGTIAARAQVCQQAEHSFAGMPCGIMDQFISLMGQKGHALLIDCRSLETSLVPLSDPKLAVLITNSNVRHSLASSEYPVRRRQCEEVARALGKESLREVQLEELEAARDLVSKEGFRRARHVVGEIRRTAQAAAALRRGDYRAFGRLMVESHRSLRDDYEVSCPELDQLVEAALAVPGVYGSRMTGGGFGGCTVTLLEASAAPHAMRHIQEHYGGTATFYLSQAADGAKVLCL
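Human GALK (5 nM) with 35 uM ATP and 100 uM galactose in 20 mM HEPES pH 8.0, 5 mM MgCl2, 60 mM NaCl, 1 mM DTT, 0.01% BSA. After 1 h at room temperature, leftover ATP was read by Kinase-Glo Plus luminescence.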
hERG WT inh: qHTS for Inhibitors of KCHN2 3.1: Wildtype qHTS; Voltage-gated inwardly rectifying potassium channel KCNH2 (Homo sapiens), Q12809; AID 720551, 2013; activity change, % at 1.84 µM; 340,000 tested, 0.37% active; U2OS, BacMam KCNH2, thallium flux FluxOr; stronger effect = lower value;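 active = maximum activity change below -70%; inconclusive = maximum activity change between -70% and -50%; inactive = maximum activity change above -50%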; note: % is set by controls: 0 for no effect and ±100 for the full control effect
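U2OS cells transduced with wild-type KCNH2 virus are loaded with FluxOr dye for 45 min, and thallium flux is measured in kinetic reads before and after stimulation buffer. Rate constants are normalized to DMSO controls.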
a7 integrin act: qHTS for Activators of Integrin-Mediated Alleviation for Muscular Dystrophy | alpha7betagal myoblasts, beta-gal FDG fluorescence, 48 h | Potency, µM (highest dose often 38.3 µM), without a hit: at the top dose activation, actives largely listed as activators | 350,000 tested, 0.064% active;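 note: potency is the fitted concentration of half-maximal effect; 100% = response of the positive control SU9516; nearly all actives have a fitted effect of over 60% in size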
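Alpha7betagal+/- myoblasts (passage 13) were plated 16-24 hr, then exposed to compounds (1:260 dilution of DMSO stock) for 48 hours at 37C. After MPER lysis, β-galactosidase reporter activity was read as FDG fluorescence (ex 480/em 540) after 30 minutes.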
MLL CXXC-DNA inh: qHTS Fluorescence Polarization Assay for Inhibitors of MLL CXXC domain - DNA interaction | MLL-CXXC / FITC-HOXA9 DNA fluorescence polarization | 290,000 tested, 0.037% active | Potency, µM (titrated, usually from 115 µM), for inactives: top-dose activity change, negative = inhibition, usual class: inhibitors; active = well fitted inhibition curve with a large enough effect in the polarisation, with a control signal flat, not every such curve was filed as active; inconclusive = small, poorly fitted or top-dose-only effect, or effect the other way, or a change in a side signal; inactive = no such curve, though single readings can be large or run the other way; the % refers to the polarisation; note: potency is the fitted concentration of half-maximal effect
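Purified MLL-CXXC (added from a 7 uM solution) was preincubated 5 min at ambient with pinned compounds in 50 mM Tris-HCl pH 7.5, 50 mM NaCl, 1 mM DTT, 0.05% BSA. Fluorescein-labeled HOX-A9 DNA (50 nM solution) followed, 30 min, then polarization read.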
KCNH2 3.1 inh: qHTS for Inhibitors of KCHN2 3.1: Mutant qHTS | Potassium voltage-gated channel subfamily H member 2, brain isoform KCNH2 3.1 (human) | activity change, % (tested at about 1.8 µM) | U2OS KCNH2 3.1, thallium flux FluxOr; stronger effect = lower value | 340,000 tested, 0.95% active;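 active = maximum activity change below -70%; inconclusive = maximum activity change from -70% to -50%; inactive = maximum activity change above -50%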;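 note: thallium influx rate constant from kinetic fluorescence after stimulation buffer; % is set by controls: 0 for no effect and ±100 for the full control effect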
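Steps: virus added to U2OS suspension (4 h, RT, dark); medium with 10% FBS added, cells plated, 37 C overnight; FluxOr/Red40 loading buffer 45 min RT; stimulation buffer, 2 min kinetic read; rate constant normalized.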
ASM inhibitor: Inhibitors of Secretory Acid Sphingomyelinase (S-ASM): qHTS. AID 504937, 2011. placental ASM, HMU-PC fluorogenic substrate, 60 min. Sphingomyelin phosphodiesterase (Homo sapiens), P17405. Potency, µM (top dose mostly 57.5 µM), without a hit: at the top dose activity change, negative = inhibition, actives largely listed as inhibitors. 340,000 tested, 0.006% active; note: potency is the fitted concentration of half-maximal effect
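Human placenta-derived ASM preincubated with compound 10 min at room temperature, then reacted with 9 uM (final) fluorogenic HMU-PC substrate for 60 min at 37 C. Stop solution raises pH to 10; fluorescence read at Ex 386/Em 447 nm.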
Coupling enz: qHTS Assay for Inhibitors of Fructose-1,6-bisphosphate Aldolase from Giardia Lamblia: Coupling assay counterscreen. coupling enzyme system counterscreen, AmpLite Red fluorescence. activity change, negative = inhibition, % at 58.2 µM, hits read low. 290,000 tested, 0.67% active. AID 2472, 2010; in the data active = activity change below about -30%; note: % is set by controls: 0 for no effect and ±100 for the full control effect
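Fluorescence at 525 nm excitation and 598 nm emission measured inhibition of the coupled detection system without aldolase. Compounds (at 57.5 uM final) were preincubated 10 min at room temperature with coupling enzyme reagent before a 20 min substrate/AmpLite Red step.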
AT treatment: qHTS Assay for Identifying a Potential Treatment of Ataxia-Telangiectasia; […] A-T fibroblasts, KAP-1 phosphorylation AlphaLISA; neocarzinostatin DNA damage 30 min before lysis; Potency, µM (top dose mostly 57.5 µM), without a hit: at the highest dose activation, actives largely listed as activators; 320,000 tested, 0.19% active; note: potency is the fitted concentration of half-maximal effect; % of control where 0% means no effect; nearly all actives have a fitted effect of over 45% in size
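hTERT-immortalized A-T patient fibroblasts ([…]), 500 cells/well in OPTI-MEM, 1% FBS, got compounds for 60 min, then NCS for 30 min at 37C. Lysates were then assayed for phospho-KAP-1 by AlphaLISA (anti-pKAP1 donor, anti-KAP1 acceptor beads), 6 hr at 25C.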
TRPV1 ag: HTS Assay for Compounds that Act as Agonists of the Vanilloid Receptor 1. activation, % at 8.33 µM. AID 540275, 2011. Transient receptor potential cation channel subfamily V member 1 (Homo sapiens), Q8NER1. 320,000 tested, 0.19% active. TRPV1-expressing cells, Fluo-8 calcium influx, agonist mode; in the data active = activation above about 80%; inconclusive = between about 30% and that limit; note: 0% is about no effect
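Cells expressing TRPV1 were dye-loaded with Fluo-8 and read kinetically: 10 s baseline, 3 min after compound (agonist portion), then 2 min after EC20 capsaicin (allosteric enhancer portion). Calcium-bound dye fluorescence at 480/520 nm.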
MBNL1-CUG inh: qHTS Assay for Inhibitors of MBNL1-poly(CUG) RNA binding; Muscleblind-like protein 1 (Homo sapiens), Q9NR56; TR-FRET MBNL1-His/biotin-(CUG)12 binding, 665/545 ratio; Potency, µM (highest dose often 57.5 µM), without a hit: top-dose activity change, negative = inhibition, actives largely listed as inhibitors; 280,000 tested, 0.036% active; AID 2675, 2010; active = well fitted inhibition curve with a large enough effect in the signal ratio, with a control signal flat, not every such curve was filed as active; inconclusive = small, poorly fitted or top-dose-only effect, or effect the other way, or a change in a side signal; inactive = no such curve, though single readings can be large or run the other way; the % refers to the signal ratio; note: potency is the fitted concentration of half-maximal effect; % is set by controls: 0 for no effect and ±100 for the full control effect
Target sequence (Q9NR56 whole entry, looked up): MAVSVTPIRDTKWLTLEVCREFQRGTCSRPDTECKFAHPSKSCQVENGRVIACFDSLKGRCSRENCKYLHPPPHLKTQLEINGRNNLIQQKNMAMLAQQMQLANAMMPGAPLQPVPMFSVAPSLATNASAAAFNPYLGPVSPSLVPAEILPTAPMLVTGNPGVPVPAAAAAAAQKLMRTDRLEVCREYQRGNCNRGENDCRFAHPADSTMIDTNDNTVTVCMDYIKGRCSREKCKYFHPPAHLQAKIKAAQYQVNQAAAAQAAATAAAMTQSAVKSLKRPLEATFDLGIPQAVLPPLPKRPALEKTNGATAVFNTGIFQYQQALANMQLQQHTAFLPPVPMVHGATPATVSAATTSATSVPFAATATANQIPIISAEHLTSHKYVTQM
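Inhibition of protein-RNA binding appears as loss of TR-FRET between terbium anti-His antibody on MBNL1-His and streptavidin-XL665 on biotin-(CUG)12. Activity is normalized to buffer-only and uninhibited-complex controls.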
* marks the source's active call; other numbers are inactive results; ? = inconclusive; . = no result given; [ ] = another dose, or the depositor's remark. Unless noted, calls come from the whole dose curve; as a rule, active = well fitted curve in the direction sought with a large enough effect; inconclusive = small, poorly fitted or top-dose-only effect, or another doubt; inactive = no such curve, though single readings can be large; an effect the other way counts as inactive or inconclusive.

SMILES	GALK inh	hERG WT inh	a7 integrin act	MLL CXXC-DNA inh	KCNH2 3.1 inh	ASM inhibitor	Coupling enz	AT treatment	TRPV1 ag	MBNL1-CUG inh
CCN1CCN(Cc2c(C(=O)N/N=C(\C)c3ccc(Cl)c(Cl)c3)nnn2-c2nonc2N)CC1	2.3%	.	.	8.8%	.	.	-3.5	-1.2%	-1.3	5.2%
COc1ccc2c(OC)cc(=O)n(C)c2c1	2.7%	-2.7	1.7%	8.9%	1.8	2.5%	1.1	25.8%	-2.6	-17.6%
CCc1ccc(-c2cc(C)no2)cc1S(=O)(=O)NCCc1ccc(OC)c(OC)c1	-1.1%	-0.8	0.7%	14.0%	-2.6	-4.5%	-2.0	7.9%	-4.0	-6.5%
O=C(CSc1nnnn1-c1ccc(Cl)cc1)NC(=O)Nc1ccc2c(c1)OCCO2	0.0%	-17.2	10.4%	-1.3%	0.2	4.8%	1.9	8.4%	3.7	?
CCc1cccc(CC)c1NC(=O)C[n+]1cccc(C(N)=O)c1	-2.4%	1.3	-22.7%	3.6%	1.5	-0.7%	2.0	3.0%	1.6	5.6%
Cc1cnc(C(=O)OCC(=O)c2ccccc2)cn1	.	-2.6	1.6%	.	11.5	2.5%	.	4.5%	-1.0	.
Cc1csc(NC(=O)CSc2nc3nc(C)cc(C)n3n2)n1	.	16.6	4.9%	.	-11.8	4.8%	.	7.5%	-1.5	.
Cc1ccc2sc(N(CCCN(C)C)C(=O)c3ccc(S(=O)(=O)N(C)C4CCCCC4)cc3)nc2c1C	.	22.5	-54.2%[inhibitor]	.	-3.6	-17.9%	.	-3.7%	19.6	.
O=C(Nc1cccc(C(F)(F)F)c1)c1ccc(Cn2cc(Br)cn2)o1	.	-7.2	-23.6%	-8.6%	1.5	-7.2%	-2.9	-0.9%	?	0.2%
O=c1c2ccccc2nnn1CSc1nc2ccccc2[nH]1	-0.8%	1.4	-5.6%	-0.4%	-2.4	0.6%	-0.7	4.2%	-4.8	9.6%
Cc1[nH]c(=S)sc1Cc1ccc(Cl)c(Cl)c1	-0.5%	.	.	7.5%	.	.	-1.5	1.2%	24.9	2.1%
O=S(=O)(NCc1ccccc1)c1ccc(S(=O)(=O)N(Cc2ccccn2)C2CCCC2)cc1	-3.1%	-0.3	-9.3%	-7.3%	-16.3	-3.3%	-2.7	.	-3.3	?
CC(NC(=S)NCc1ccc(F)cc1)C12CC3CC(CC(C3)C1)C2 (configuration not stated)	-1.2%	-5.9	-59.2%[inhibitor]	-7.1%	-6.1	-0.6%	1.8	-1.7%[11.5 µM]	?	8.1%
CCCc1ccc(NC(=O)C2CCN(c3cnccn3)CC2)cc1	5.2%	0.6	-20.6%	-2.1%	-38.2	37.2%[activator]	.	-4.4%	?	0.2%
C=CCn1c(=S)[nH]c2cc(C(=O)NCCc3ccc(S(N)(=O)=O)cc3)ccc2c1=O	.	-5.2	0.0%	.	-18.8	22.5%	.	5.0%	-0.9	.
Cc1nnc(SCC(=O)NC(=O)Nc2ccc3c(c2)OCCO3)s1	0.2%	2.9	-66.5%[inhibitor]	-0.8%	0.2	4.7%	1.1	2.7%	2.1	-0.6%
Cc1cc(-n2nc(C)cc2C)n2nc(C)c(-c3ccc(Cl)cc3)c2n1	-2.0%	-17.9	1.8%	0.5%	18.5	-1.9%	-2.9	4.5%	0.6	-2.9%
Cc1cc2ncn(-c3ncnc4scc(-c5ccccc5)c34)c2cc1C	2.9%	5.2	2.0%	11.1%	18.8	-3.6%	-3.6	-0.9%	12.2	-0.7%
C/C(O)=c1/cnc2nc3ccccc3n2c1=O	-0.7%	-2.7	18.7%	0.8%	7.8	53.8%[activator]	-0.2	-1.1%	-0.3	.
CCCc1cc(=O)[nH]c(SCC(=O)N(C)CC(=O)Nc2ccc(C)cc2)n1	1.5%	-2.9	3.3%	-2.0%	2.6	-0.2%	-0.3	1.9%	0.1	-14.0%

Compound profiles (already shown).
O=S(=O)(NCc1ccccc1)c1ccc(S(=O)(=O)N(Cc2ccccn2)C2CCCC2)cc1 is listed as GALK inh: -3.1%; hERG WT inh: -0.3; a7 integrin act: -9.3%; MLL CXXC-DNA inh: -7.3%; KCNH2 3.1 inh: -16.3; ASM inhibitor: -3.3%; Coupling enz: -2.7; AT treatment: .; TRPV1 ag: -3.3; MBNL1-CUG inh: ?
Cc1ccc2sc(N(CCCN(C)C)C(=O)c3ccc(S(=O)(=O)N(C)C4CCCCC4)cc3)nc2c1C is listed as GALK inh: .; hERG WT inh: 22.5; a7 integrin act: -54.2%[inhibitor]; MLL CXXC-DNA inh: .; KCNH2 3.1 inh: -3.6; ASM inhibitor: -17.9%; Coupling enz: .; AT treatment: -3.7%; TRPV1 ag: 19.6; MBNL1-CUG inh: .

More records follow:
SMILES	GALK inh	hERG WT inh	a7 integrin act	MLL CXXC-DNA inh	KCNH2 3.1 inh	ASM inhibitor	Coupling enz	AT treatment	TRPV1 ag	MBNL1-CUG inh
CCC(=O)N1CCc2cc(S(=O)(=O)Nc3ccccc3C)ccc21	-0.9%	0.8	-4.8%	23.6%	10.0	-3.0%	7.2	5.5%	3.6	-1.0%
CCOc1ccccc1NC(=O)N1CCCC1C(=O)NCc1ccco1 (configuration not stated)	-2.3%	-0.4	27.2%	-14.1%	6.7	-0.3%	5.3	12.7%	-1.7	-7.0%
N#Cc1c(NC(=O)C2CC(c3ccccc3Cl)=NO2)sc2c1CCC2 (configuration not stated)	4.4%	35.3	29.8%	-0.6%	3.2	-2.3%	1.1	10.0%	0.3	4.3%
CN(C)/C=C(/C(=O)c1ccc(Cl)cc1Cl)S(=O)(=O)c1ccc(Cl)cc1	0.7%	-4.2	12.0%	-0.3%	-5.9	3.2%	8.4	3.9%	2.6	-14.2%
C=CCNc1ncnc2c1[nH]c1ccc(C)cc12	-7.5%	-6.2	-17.7%	1.3%	-9.3	6.6%	0.5	-8.1%	8.7	-2.4%
CCOP(=O)(OCC)C(NC(=O)Nc1cccc(Cl)c1)C(N)=O (configuration not stated)	2.8%	.	-28.9%	1.6%	-21.8	-1.4%	-2.6	-1.8%	1.1	-6.4%
CC(Sc1nncs1)C(=O)Nc1ccc(S(=O)(=O)Nc2ncccn2)cc1 (configuration not stated)	.	-21.5	44.2%	.	13.7	-0.6%	.	2.2%	.	.
CSc1cccc(NC(=O)c2cccc3cccnc23)c1	12.3%	-4.0	-9.0%	-11.8%	-23.1	-9.0%	-4.4	13.1%	20.2	5.6%
O=C(O)c1cccnc1SCC(=O)N1CCCc2ccccc21	4.4%	0.7	35.3%	-4.0%	20.0	9.0%	-0.8	-8.8%	-0.9	1.3%
Cc1ccc(/C=C/C(=O)NCC2COc3ccccc3O2)o1 (configuration not stated)	2.7%	2.2	4.3%	-1.1%	-5.2	0.9%	1.4	3.6%	2.9	.
CC1(C)CC(=O)c2sc(NS(=O)(=O)c3ccc(F)cc3)nc2C1	-2.6%	-22.3	14.0%	38.9%[activator]	1.4	13.6%	6.9	-1.6%	0.0	6.3%
COc1ccc(-c2nc(CSCC(=O)N3CCN(C4CCCCC4)CC3)c(C)o2)cc1OC	.	0.9	-21.9%	.	?	-3.0%	.	.	.	.
Cc1ccc(C(=O)NCc2ccccc2F)cc1S(=O)(=O)N1CCCC1	4.3%	-4.0	4.7%	2.3%	1.1	4.3%	1.8	6.6%	8.7	-2.8%
CCCCc1cc(=O)oc2cc(C)cc(OCC(=O)NCCN3CCOCC3)c12	6.9%	-0.6	13.4%	-0.2%	-27.6	-2.3%	0.6	0.7%	-2.0	-1.4%
CCOC(=O)c1c(NC(=O)Cn2ccsc2=N)sc(C)c1C	-0.5%	4.1	-5.9%	5.9%	-0.8	4.3%	0.3	1.4%	4.1	-3.7%
S=C(Nc1cccc(Cl)c1Cl)Nn1cnnc1	1.2%	-0.7	-10.7%	10.3%	6.9	6.2%	7.9	-0.6%	0.4	2.5%

Hits appear at their usual frequency. About 2% of those tested had a hit in this group.
